Bioassay records: PubChem, National Center for Advancing Translational Sciences (NCATS)
Akt phos inh: HTS Assay for Inhibitors of Akt Phophorylation: Primary Screen | Neuro2A IGF-stimulated pAkt S473 HTRF, 20 min; hits give low values | activity change, % for hits at 50 µM | 360,000 tested, 0.32% active; in the data active = activity change below about -80%; inconclusive = mostly about -51% to -80%; note: % is set by controls: 0 for no effect and ±100 for the full control effect
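Neuro2A cells in DMEM with 0.5% FBS, overnight at 37 deg C, given compound at single 50 µM final, then IGF (6 nM final) for 20 min at 37 deg C. Lysed; phospho-Akt Ser473 by HTRF after 24 h, 665/615 ratio.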
PTHR1 ag: qHTS for PTHR1 Agonists: Primary Screen; 410,000 tested, 0.075% active; Potency, µM (doses to about 115 µM), for the others: at the highest dose activation, most hits filed as activators; AID 743266, 2014; HEK293 GP2 PTHR1 cells, GloSensor cAMP luminescence, 1 h; note: potency is the fitted concentration of half-maximal effect; nearly all actives have a fitted effect of over 55% in size; some results filed as inactive show a strong effect at the top dose; inactives centre near -15; many of its hits are not listed in these tables
Target sequence (Q03431 whole entry, looked up): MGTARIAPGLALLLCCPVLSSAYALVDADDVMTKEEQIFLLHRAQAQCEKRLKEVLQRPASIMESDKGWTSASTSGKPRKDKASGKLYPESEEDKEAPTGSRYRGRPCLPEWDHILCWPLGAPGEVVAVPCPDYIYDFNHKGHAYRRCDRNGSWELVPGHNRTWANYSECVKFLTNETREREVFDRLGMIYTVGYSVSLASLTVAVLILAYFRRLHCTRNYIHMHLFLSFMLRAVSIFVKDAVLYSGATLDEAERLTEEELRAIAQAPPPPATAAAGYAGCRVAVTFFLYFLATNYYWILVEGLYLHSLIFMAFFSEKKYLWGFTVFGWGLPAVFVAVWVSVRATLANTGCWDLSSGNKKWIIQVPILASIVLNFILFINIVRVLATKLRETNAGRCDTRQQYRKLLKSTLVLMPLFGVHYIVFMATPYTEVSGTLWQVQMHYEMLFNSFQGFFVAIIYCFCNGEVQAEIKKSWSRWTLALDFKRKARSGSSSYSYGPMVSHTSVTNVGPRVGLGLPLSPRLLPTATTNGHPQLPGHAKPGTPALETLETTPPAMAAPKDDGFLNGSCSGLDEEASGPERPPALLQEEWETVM
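HEK-293-derived GP2 cells expressing PTHR1 and a GloSensor cAMP reporter, 3,000/well, plated overnight, given luciferin plus IBMX (each 0.5 mM as added) for 1 h at 37 °C, then compound for 1 h at 37 °C. Luminescence was read after 15 min at room temperature.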
GLP1R ag: qHTS of GLP-1 Receptor Agonists. Potency, µM (doses to about 45.6 µM), inactives show at the highest dose activation, usual class: activators. 380,000 tested, 0.007% active. HEK293 GLP-1R CRE-luciferase, luminescence, 4-6 h; cells express a hypersensitive GLP-1R form. AID 624172, 2012; note: potency is the fitted concentration of half-maximal effect; % of control where 0% means no effect
Target sequence (P43220 whole entry, looked up): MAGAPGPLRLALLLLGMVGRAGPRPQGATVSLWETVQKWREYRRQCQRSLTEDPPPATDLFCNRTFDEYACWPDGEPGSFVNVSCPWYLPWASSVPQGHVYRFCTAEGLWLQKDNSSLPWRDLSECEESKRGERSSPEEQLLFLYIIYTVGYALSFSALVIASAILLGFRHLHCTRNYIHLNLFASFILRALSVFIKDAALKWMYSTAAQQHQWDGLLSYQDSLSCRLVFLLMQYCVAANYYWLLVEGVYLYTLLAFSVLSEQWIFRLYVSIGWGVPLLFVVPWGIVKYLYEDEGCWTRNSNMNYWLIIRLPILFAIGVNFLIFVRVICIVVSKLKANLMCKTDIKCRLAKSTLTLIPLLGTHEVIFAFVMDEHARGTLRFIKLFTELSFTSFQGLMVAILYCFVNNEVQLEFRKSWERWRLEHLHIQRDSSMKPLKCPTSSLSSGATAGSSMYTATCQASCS
FUS yeast rescue: qHTS for Suppressors of FUS Proteinopathy: Primary screen using FUS-linked yeast assay; S. cerevisiae FUS-expressing, growth rescue, OD600, 24 h; Potency, µM (highest dose often 76.6 µM), for the others: at the top dose growth rescue (activation), actives largely listed as activators; 390,000 tested, 0.24% active; AID 1347120, 2019;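 note: potency is the fitted concentration of half-maximal effect; plate controls were DMSO vehicle for no effect and reference control for full effect; nearly all actives have a fitted effect of over 55% in size; some results filed as inactive show a strong effect at the top dose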
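Quantitative HTS measuring growth restoration of FUS-toxic yeast. Galactose-induced cells (OD 0.005) were exposed 24hr at 30C to compounds at several concentrations, then absorbance at 600 nm was recorded.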
GLP1R inv ag: qHTS of GLP-1 Receptor Inverse Agonists (Inhibition Mode); Glucagon-like peptide 1 receptor (Homo sapiens), P43220; HEK293 GLP-1R CRE-luciferase, luminescence, 24 h; GLP-1R form is constitutively active; Potency, µM (titrated, usually from 38.3 µM), inactives show at the highest dose activity change, negative = inhibition, actives largely listed as inhibitors; 410,000 tested, 1.6% active; AID 624417, 2012; note: potency is the fitted concentration of half-maximal effect; % is set by controls: 0 for no effect and ±100 for the full control effect; nearly all actives have a fitted effect of over 55% in size
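Assay principle: reduced luminescence from a cAMP-responsive reporter in HEK293 cells co-expressing a constitutively active GLP-1R. Conditions: 24 hr compound incubation, 37 deg C, 5% CO2.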
D3 antag: qHTS of D3 Dopamine Receptor Antagonist: qHTS; D3R cells, DiscoveRx beta-arrestin luminescence, antagonist mode; hits give low values; max response, negative = inhibition, %; 360,000 tested, 2.5% active; AID 652054, 2013; in the data active = max response below about -50%; inconclusive = no clear call, values can overlap the other calls; note: % is set by controls: 0 for no effect and ±100 for the full control effect; mostly tested at two doses, the higher about 12 µM
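Cells expressing the human receptor were seeded at 1500 cells/well, incubated overnight at 37 degrees C in 5% CO2, then exposed to library compounds with dopamine controls for 90 minutes at 37 degrees C before luminescent detection.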
TDP-43 yeast inh: qHTS of TDP-43 Inhibitors; Potency, µM (doses to about 46.1 µM), for the others: top-dose growth rescue (activation), most hits filed as activators; TDP-43 expressing yeast growth rescue, BacTiter-Glo, 24 h; AID 652104, 2013; 410,000 tested, 1.8% active; note: potency is the fitted concentration of half-maximal effect; % of control where 0% means no effect; nearly all actives have a fitted effect of over 50% in size
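Yeast cells expressing TDP-43 under galactose induction are exposed to compounds for 24 hr at 30 deg C. BacTiter-Glo luminescence measures growth, so protective compounds score as activators.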
Abeta rescue: qHTS for compounds that reverse cellular toxicity of Amyloid beta (A-beta) peptide in yeast: Primary Screen | 410,000 tested, 0.063% active | yeast expressing A-beta42, growth rescue, OD600, 48 h; response scale: 0% DMSO, 100% iron-clioquinol control | Potency, µM (highest dose often 46.1 µM), without a hit: top-dose growth rescue, hits mostly activators | AID 1347071, 2019; note: potency is the fitted concentration of half-maximal effect; nearly all actives have a fitted effect of over 55% in size
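Yeast growth medium received pinned compounds, then yeast cells expressing toxic A-beta were added; plates incubated at 30 C for 48 hr. Growth read as absorbance at 600 nm, normalized to DMSO and equimolar FeCl3 plus clioquinol controls.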
aSyn rescue: qHTS of alpha-syn Inhibitors; Yeast expressing alpha-synuclein, growth rescue, BacTiter-Glo, 24 h; Potency, µM (titrated, usually from 46.1 µM), for inactives: top-dose growth rescue (activation), most hits filed as activators; 370,000 tested, 0.14% active; AID 652106, 2013; note: potency is the fitted concentration of half-maximal effect; % of control where 0% means no effect; nearly all actives have a fitted effect of over 65% in size
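Galactose-induced alpha-syn yeast (OD600=0.02, raffinose-pregrown) + pinned cpd, 24 hr, 30 deg C; growth by BacTiter-Glo luminescence. Growth restoration scores as activation.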
Starred values were filed as active, the others as inactive; i = inactive; ? = inconclusive; . = not tested or not shown; [ ] = remark or other dose. Unless noted, calls come from the whole dose curve; as a rule, active = well fitted curve in the direction sought with a large enough effect; inconclusive = small, poorly fitted or top-dose-only effect, or another doubt; inactive = no such curve, though single readings can be large; an effect the other way counts as inactive or inconclusive. This is a subset, so the mix of outcomes need not match the whole.

Each structure is followed by: Akt phos inh | PTHR1 ag | GLP1R ag | FUS yeast rescue | GLP1R inv ag | D3 antag | TDP-43 yeast inh | Abeta rescue | aSyn rescue
CCCCC(=O)NC(=S)Nc1ccccc1N1CCCCC1
→ i | i | 2% | . | ? | 11 | -11% | ? | -7%
COc1cccc(OCC(=O)Nc2ccc(OC)c(OC)c2)c1
→ i | -8%[57.5 µM] | -1% | 10% | 8% | -14 | 20% | -5% | 2%
Cc1cc2occ(CC(=O)N(C)CC(=O)Nc3ccccc3Cl)c2cc1C
→ i | -16% | 3% | 21% | ? | 6 | 24% | 1% | 12%
COc1ccc(CCNC(=O)CN2C(=O)NC(CCSC)C2=O)cc1 (stereo not given)
→ i | -7% | -6% | 2% | 1% | 31 | 0% | 0% | 3%
O=C(NCCCn1ccnc1)c1ccc2ccccc2c1
→ i | -25% | 0% | -10% | 6% | 10 | 7% | -10% | 9%
CC(=O)Oc1ccc(C2(C)CC(C)(C)Oc3cc(OC(C)=O)ccc32)c(OC(C)=O)c1 (stereo not given)
→ i | -13% | -3% | 4% | ? | -25 | -12% | 11% | 14%
C=CCN1C(=O)/C(=C/C=C2/N(CC)c3ccc(S(=O)(=O)N(C)C)cc3N2CC)SC1=S
→ i | -50%[inhibitor] | 7% | 16% | -9% | -22 | -34%[inhibitor] | -24% | -19%
COc1ccc(NC(=O)c2c(NCc3cccs3)sc3c2CCCCC3)c(OC)c1
→ . | i | . | ? | 7% | . | 30% | 18% | .
CC1Oc2ccccc2C=C1/C=N/NC(=O)[C@@H](C)NC(=O)OC(C)(C)C (stereo not given in full)
→ i | -6% | 0% | 32% | ? | -22 | -2% | 9% | 12%
Cc1cc(Br)cn2c(Cc3ccccc3)c(-c3ccco3)nc12
→ i | -4% | 25% | 29% | -15% | 24 | 11µM* | -33%[inhibitor] | 1%
CCN(CC(=O)Nc1cccc(OC)c1)CC(=O)Nc1ccccc1C
→ i | -5% | 13% | 0% | -32% | -9 | -6% | -13% | -2%
COC(=O)Cn1c(C(=O)N(C)C)cc2c1C[C@H]1CN(C(=O)c3ccccc3)[C@@](Cc3ccc(F)cc3)(C(=O)OC)[C@@H]21
→ i | i | -5% | 31% | 16% | 8 | ? | 0% | -1%
CC1=C(C(=O)OC2CCCC2)C(c2coc3ccccc3c2=O)C2=C(CCCC2=O)N1 (stereo not given)
→ i | i | 23% | 46% | -7% | 10 | -19%[1.82 µM] | 8% | -2%
O=C(NCCc1ccccc1)N1c2ccccc2Sc2ccccc21
→ i | i | -1% | 29% | ? | ? | ? | -13% | 11%
CCCC(=O)Nc1ccc(NC(=O)c2ccco2)cn1
→ i | i | 8% | 7% | 40% | -6 | -3% | 21% | 2%
Cc1ccc2oc(=O)cc(CN3CCN(C/C=C/c4ccccc4)CC3)c2c1
→ i | i | 5% | 9% | -26% | -60* | -3% | 1% | -1%
Cc1cccc(NC(=O)CSCC(=O)N2CCN(C(=O)c3ccco3)CC2)c1
→ i | i | -6% | . | 3% | 10 | 24% | -2% | -1%
Cn1cc([C@@H]2C[C@H]3CN(C4CCCC4)C(=O)[C@]34CCCN24)c(-c2ccccc2)n1
→ i | i | 10% | 7% | 9% | 7 | -18% | 15% | -5%
O=C(NCc1ccc2c(c1)OCO2)c1[nH]c(C(F)(F)F)nc1-c1ccccc1
→ i | -47%[inhibitor] | -3% | 9% | 12% | 2 | 0% | 11% | 5%
COc1ccc(CC(=O)NNC(=O)CSc2nnc(C)n2-c2ccccc2)cc1
→ i | i | 0% | 1% | 6% | 1 | -6% | -8% | -6%
COc1ccc2c(c1)CCC/C2=N\Nc1nc(C(=O)NN)cs1
→ i | -60%[inhibitor] | 22% | 42% | 27% | 8 | -22% | -22% | 0%
Cc1ccc2c(c1)-c1c(cnn1CC(=O)N1CCN(c3cc(C)ccc3C)CC1)CO2
→ . | i | . | 34% | 4% | . | 35µM* | 15% | .
O=C(CNS(=O)(=O)c1ccccc1)OCC(=O)c1ccc([N+](=O)[O-])cc1
→ i | 17% | -5% | . | 15% | 2 | 4% | -13% | 6%
CC(C)OC(=O)N(C)C[C@@H]1OCc2cnnn2CCCC(=O)N([C@H](C)CO)C[C@@H]1C
→ i | -18% | -6% | -1% | 11% | 0 | 21% | 5% | 0%
CCN(C(=O)c1ccnn1C)c1ccccc1
→ i | -16% | 9% | . | 0% | 10 | -3% | -9% | 1%
CC(=O)c1c(C)[nH]c(C(=O)OCC(=O)Nc2ncc(Cl)c(C)c2Cl)c1C
→ i | i | 1% | 39% | 8% | 6 | 3% | 3% | 3%
COC(=O)C1=C[C@@H](C(=O)OC)C2C3=C(C(=O)C24CCCCC4)[C@H](C)n2c(=O)n(-c4ccccc4)c(=O)n2[C@@H]3C1 (stereo not given in full)
→ i | i | -1% | 18% | 2% | 28 | 18% | 8% | 2%
COc1ccc2nc(NC(=O)CCNC(=O)c3ccco3)sc2c1
→ i | -12% | -4% | 4% | -9% | 8 | -2% | -8% | 12%[1.84 µM]
Cn1c(=O)cc(SCC(=O)NCc2ccc(F)cc2)c2ccc(Cl)cc21
→ . | i | . | -10% | 0% | . | 6% | -12% | .
COc1ccc(-c2noc(CNS(=O)(=O)c3ccc(Br)cc3)n2)cc1OC
→ . | -74%[inhibitor] | . | 39% | -10% | . | 21% | -8% | .
Cc1cccc(C(=O)Nc2nc(-c3nnn(-c4cc(F)ccc4F)c3C)ns2)c1
→ . | -5% | . | 38% | ? | . | 14% | -4% | .
O=C(CN1C(=O)c2cccc3cccc1c23)N1CCc2ccccc2C1
→ i | -2%[57.5 µM] | -6% | 16% | ? | -2 | 0% | 1% | 17%
CSc1ccc(CN2CCC(C)(Oc3cccc(Cl)c3)C2)cc1 (stereo not given)
→ i | -22% | 11% | -10% | ? | ? | 8% | 0% | 8%
CCOC(=O)C1CCN(C(=O)CCCn2nc(C)c3c(C)n(-c4ccc(C)cc4)nc3c2=O)CC1
→ i | -5% | -1% | 30% | -22% | -25 | -8% | -6% | 2%
Cc1ccc(CNC(=O)c2ccc(N3CCC4(CC3)CC(c3ccccc3)=NO4)c(NC(=O)c3c(Cl)cccc3Cl)c2)cc1
→ i | i | 0% | 20% | 10% | -8 | 10% | 5% | 3%
O=C(NCc1ccccc1)C1CCC(=O)N(CCN2CCOCC2)C1 (stereo not given)
→ i | -23% | -5% | 6% | 5% | -8 | -16% | -1% | -1%
COc1cccc(-c2cc(C(=O)NCc3ccco3)c3ccccc3n2)c1
→ i | -34%[inhibitor] | 16% | 6% | ? | 17 | 0% | 5% | 3%
CC(C)[C@H](NC(=O)C1CCN(S(=O)(=O)c2ccc(F)cc2)CC1)C(=O)NCc1ccncc1
→ i | i | -4% | 4% | -4% | 6 | -6% | 12% | 1%
Cc1c(C)n(CC(O)CSc2ccccc2)c2ccccc12 (stereo not given)
→ i | i | 11% | 13% | ? | 3 | 30% | ? | ?
COc1ccc(-n2c(SCC(=O)NCCC(C)C)nc3ccsc3c2=O)cc1
→ i | i | -11% | 20% | 0% | 3 | 24% | 10% | -13%
O=S(=O)(Cc1ccc(Cl)cc1)c1ncc(CO)n1Cc1ccccc1
→ i | -21% | 12% | 6% | -25% | -7 | -19%[1.82 µM] | 14% | 5%
CCOc1cc(/C=C2/SC(=S)N(CC(=O)O)C2=O)ccc1OC(=O)c1cccs1
→ i | -17% | -7% | 28% | 17% | -10 | -12% | 0% | -15%
COc1cc(/C=C(/C(=O)O)c2ccc(-c3ccccc3)cc2)cc(OC)c1OC
→ i | -6% | 14% | -7% | -14% | 2 | -1% | 3% | 3%
CSc1nnc(NC(=O)CCc2ccccc2)s1
→ i | -21% | -4% | 14% | -4% | -10 | -11% | -8% | -3%
CC(C)=CCc1c2c(c3occ(-c4ccc(O)c(O)c4)c(=O)c3c1O)C=CC(C)(C)O2
→ i | -89%[inhibitor] | -1% | . | ? | 2 | -60%[inhibitor] | 9% | -63%[inhibitor]
Cc1nc2ccc(NC(=O)c3ccccc3)cc2c(=O)n1Cc1ccc(F)cc1
→ i | -41%[inhibitor] | 15% | -9% | ? | 23 | 26% | 2% | 6%
Cc1ccc2nc(-c3ccccc3)cc(C(=O)N3CCN(c4ccccc4O)CC3)c2c1
→ i | -23% | -7% | 26% | 10µM* | 37 | -20% | 1% | -1%
CCC(SC1=Nc2ccccc2C2=NC(CC(C)C)C(=O)N12)C(=O)Nc1ccc2c(c1)OCO2 (stereo not given)
→ i | i | 2% | ? | -25% | 4 | 14% | 8% | 6%
